Tau FP inhib: tau fibrillization inhibition (FP); K18 P301L tau heparin fibrillization, Alexa594 FP, 6 h; Potency, µM (doses to about 57.7 µM), for the others: top-dose activity, negative = inhibition, actives largely listed as inhibitors; 280,000 compounds, 0.39% hits; AID 1468; also: potency is read from the fitted curve at half-maximal effect; % is scaled to controls: 0 for no effect and ±100 for the full control effect; nearly all actives have a fitted effect of over 55% in size
Target sequence (P10636 561-689 P618L limits assumed): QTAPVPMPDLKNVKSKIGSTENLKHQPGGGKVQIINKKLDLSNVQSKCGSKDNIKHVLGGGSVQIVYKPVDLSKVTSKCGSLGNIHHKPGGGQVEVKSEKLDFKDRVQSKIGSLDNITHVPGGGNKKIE
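Quantitative HTS format: compounds meet 15 uM recombinant K18 P301L tau and Alexa 594-tau tracer in 100 mM sodium acetate pH 7; 20 uM heparin triggers fibrillization at 37 C over 6 hr; FP gives the signal.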
Tau fluor cs: counter-screen for tau fibril formation inhibitors; tau K18 P301L (four-repeat tau fragment) Alexa594 fluorescence, heparin fibrillization; 280,000 compounds, 0.93% hits; Potency, µM (highest dose often 57.7 µM), inactives show top-dose activity change, negative = decrease; AID 1463; also: potency is read from the fitted curve at half-maximal effect; % is scaled to controls: 0 for no effect and ±100 for the full control effect; nearly all actives have a fitted effect of over 55% in size
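Human K18 P301L tau (15 uM unlabeled plus 0.24 uM Alexa 594-labeled, final) in 100 mM sodium acetate pH 7 was mixed with compound and 20 uM heparin and incubated 6 hr at 37 C.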
TRb SRC2 PPI: disrupts binding of human TR beta to SRC2. P10828. TRbeta-SRC2 peptide binding, fluorescence polarization; receptor liganded with 1 µM T3. Potency, µM (doses to about 106 µM), for the others: top-dose activity change, negative = inhibition, actives largely listed as inhibitors. 280,000 compounds, 0.065% hits. AID 1469;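 also: potency is read from the fitted curve at half-maximal effect; plate controls were bound peptide for no effect and peptide without receptor for full effect; nearly all actives have a fitted effect of over 50% in size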
Target sequence (P10828 whole entry, looked up): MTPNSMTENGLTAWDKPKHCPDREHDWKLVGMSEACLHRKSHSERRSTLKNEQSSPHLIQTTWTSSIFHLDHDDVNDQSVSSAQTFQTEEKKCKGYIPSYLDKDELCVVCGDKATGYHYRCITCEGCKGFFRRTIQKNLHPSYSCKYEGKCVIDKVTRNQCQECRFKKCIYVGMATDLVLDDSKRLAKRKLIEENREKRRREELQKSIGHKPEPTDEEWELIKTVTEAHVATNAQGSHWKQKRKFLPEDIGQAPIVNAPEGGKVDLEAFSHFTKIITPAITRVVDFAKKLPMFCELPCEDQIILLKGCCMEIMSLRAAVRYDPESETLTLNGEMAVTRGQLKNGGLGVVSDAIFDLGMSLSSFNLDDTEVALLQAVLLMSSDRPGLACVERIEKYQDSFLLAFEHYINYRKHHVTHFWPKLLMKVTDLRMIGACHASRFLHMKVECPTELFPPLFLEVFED
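Fluorescence polarization of 20 nM Texas Red SRC2 peptide with 0.6 uM human TRb ligand-binding domain, in Tris buffer with 1uM T3 and 5% DMSO. Incubated 5 hr ambient; normalized to unbound and bound controls.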
Epigenetic reg: regulators of epigenetic silencing causing reporter derepression in mouse cells. Potency, µM (titrated, usually from 53.9 µM), without a hit: at the top dose GFP activation, most hits filed as activators. murine LDR cells, GFP reporter derepression, 30 h. AID 1865. 280,000 compounds, 0.2% hits; also: potency is read from the fitted curve at half-maximal effect; % of control where 0% means no effect; nearly all actives have a fitted effect of over 60% in size
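GFP-positive cell count by laser-scanning cytometry (objects 20–120 um) after 30 h, 37 C compound exposure of murine LDR cells; reporter is CMV-GFP integrated at a silenced locus, inducible by HDAC or DNMT inhibitors.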
aGal spleen mod: alpha-galactosidase A (human) modulation; P06280; human spleen homogenate, 4MU-alpha-Gal fluorescence, 40 min; Potency, µM (highest dose often 80 µM), for the others: top-dose activity change, negative = inhibition, most hits filed as inhibitors; 240,000 compounds, 0.008% hits; AID 2107;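 also: potency is read from the fitted curve at half-maximal effect; 0% = enzyme with vehicle and -100% = no enzyme basal signal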
Target sequence (P06280 32-429 limits assumed): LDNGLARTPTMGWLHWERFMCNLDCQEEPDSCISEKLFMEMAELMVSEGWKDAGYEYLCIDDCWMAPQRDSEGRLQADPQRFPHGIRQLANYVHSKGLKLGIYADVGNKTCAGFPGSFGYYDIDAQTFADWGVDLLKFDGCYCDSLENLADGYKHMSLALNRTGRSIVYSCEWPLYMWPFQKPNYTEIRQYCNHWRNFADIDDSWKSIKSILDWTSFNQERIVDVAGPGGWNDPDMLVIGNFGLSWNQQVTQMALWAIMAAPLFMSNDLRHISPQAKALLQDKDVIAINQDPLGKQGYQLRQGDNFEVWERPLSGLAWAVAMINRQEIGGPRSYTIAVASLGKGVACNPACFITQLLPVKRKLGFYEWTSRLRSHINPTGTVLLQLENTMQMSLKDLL
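Human spleen homogenate (1 ug) was the enzyme source, with 4-methylumbelliferyl-alpha-D-galactopyranoside (1 mM final) in pH 5.0 citrate buffer with 0.01% Tween-20. Compounds were titrated; after 40 min at 37C, NaOH/glycine stop, 4-MU fluorescence read; AC50 from Hill fits.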
TexasRed fluor: alters Texas Red total fluorescence, flagging assay interference; TRb/SRC2 Texas Red total fluorescence interference; Potency, µM (top dose mostly 106 µM), inactives show top-dose fluorescence change, negative = quenching; 280,000 compounds, 0.29% hits; AID 1479; active = well fitted curve in either direction with a large enough effect; inconclusive = small, poorly fitted or top-dose-only effect; also: potency is read from the fitted curve at half-maximal effect; % is scaled to controls: 0 for no effect and ±100 for the full control effect
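Flags fluorescent or light-absorbing compounds by total fluorescence, S + 2P, at 555 nm excitation and 632 nm emission. Mixture: 20 nM Texas Red SRC2 peptide, 0.6 uM human TRb LBD, 1 uM T3, 5% DMSO; compound exposure 5 h at ambient temperature.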
NPSR antagonist: blocks cAMP signaling of the human neuropeptide S receptor; 220,000 compounds, 1% hits; AID 1461; Potency, µM (highest dose often 38.3 µM), for inactives: at the top dose activity change, negative = inhibition, hits mostly inhibitors; CHO-NPSR cells, cAMP TR-FRET, antagonist mode; also: potency is read from the fitted curve at half-maximal effect; % is scaled to controls: 0 for no effect and ±100 for the full control effect; nearly all actives have a fitted effect of over 50% in size; many of its hits are not listed in these tables
CBFb-RUNX1 inh: blocks binding between human CBF-beta and RUNX1 | Q01196+Q13951 | AlphaScreen CBFb-His/RUNX1-biotin binding, biochemical | Potency, µM (series often up to 59.8 µM), for the others: top-dose activity, negative = inhibition, hits mostly inhibitors | 230,000 tested, under 10 active; also: % of control where 0% means no effect
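CBF-beta (His) and RUNX1 (biotin), 30 nM each; 20 min preassociation; + compound, 15 min; + beads 50 ng each (Ni, streptavidin), 90 min; RT; AlphaScreen read.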
The depositor's hits bear a star; ? = inconclusive; . = not tested or not shown; & = joins results of further samples; ! = a repeat was not active; [ ] = another dose, or the depositor's remark. Unless noted, calls follow the shape of the dose curve; as a rule, active = well fitted curve in the direction sought with a large enough effect; inconclusive = small, poorly fitted or top-dose-only effect, or another doubt; inactive = no such curve, though single readings can be large; an effect the other way counts as inactive or inconclusive.

SMILES	Tau fluor cs	NPSR antagonist	Epigenetic reg	TRb SRC2 PPI	aGal spleen mod	CBFb-RUNX1 inh	TexasRed fluor	Tau FP inhib
CC(=O)N(CN1C(=O)c2ccc([N+](=O)[O-])cc2C1=O)c1cccc(C(=O)O)c1	-3%	22%	1.8%	1%	-14%	4%	-1%	-2%
Cc1nonc1C(=O)N/N=C/c1ccc(O)c(O)c1	8%	22%	-2.1%	8%	0%	-6%	5%	4%
COc1cc(C(=O)Nc2ccc3c(c2)C(=O)c2ccccc2C3=O)cc(OC)c1OC	?	13%	1.0%	0%	0%	-1%	1%	?
O=C(N/N=C(/c1ccccc1)c1ccncc1)c1ccc2c(c1)OCO2	10%	5%	-6.2%	-4%	-10%	7%	0%	0%
COc1ccccc1N(CC(=O)Nc1ccc(S(=O)(=O)N2CCCCC2)cc1)S(C)(=O)=O	-19%	-7%[46.1 µM]	0.0%	2%	-1%	1%	-1%	2%
O=C(Nc1cccc(N2CCCC2)c1)c1cccs1	?	-1%[46.1 µM]	4.7%	6%	4%	-23%	-1%	12%
O=C(CSc1nnc(SCc2ccccc2)s1)N/N=C/C=C/c1ccco1	-21%	-8%	15%	-1%	1%	.	?	?
O=C1CNC(=S)N1Cc1ccccc1	3%	4%	-0.1%	-1%	-2%	19%	-8%	0%
COc1ccccc1CCNCc1ccc(OC)c(OCc2ccccc2)c1	-6%	3%[46.1 µM]	-2.3%	-2%	17%	3%	-1%	4%
CC(C)Cc1nn2c(=O)cc(O)nc2s1	3%	6%	-0.9%	-7%	3%	4%	-1%	9%
Cc1ccc(C(=O)NCc2occc2C(=O)O)o1	7%	-1%[46.1 µM]	-1.0%	-7%	9%	-7%	-2%	-1%
CCCCOc1ccc2c(c1)C(=O)c1cc(O)ccc1-2	14µM*[quencher]	50%	0.2%	-7%[53 µM]	-1%	?	-3%[53 µM]	?
O=C(COc1ccc2ccccc2c1)Nc1nc2ccccc2[nH]1	-6%	-11%[46.1 µM]	-0.1%	0%	1%	-1%	0%	0%
O=C(Nc1nc2ccc(S(=O)(=O)N3CCCC3)cc2s1)c1ccccn1	-23%	-15%	2.8%	8%	6%	-27%	-5%	-3%
O=C(Nc1ccccn1)c1cc(-c2cccc(Cl)c2)nc2ccccc12	-20%	-31%	1.1%	1%	1%	-1%	-4%	-10%
COc1ccc(CCNc2ccc(S(=O)(=O)N3CCCC3)cc2[N+](=O)[O-])cc1	-26%	-11%	-1.1%	14%	-3%	?	1%	?
O=C(c1cc(-c2ccc(O)cc2)on1)N1CCCc2ccccc21	?	-6%[46.1 µM]	2.7%	4%	5%	1%	-4%	-1%
O=C(NCCO)Nc1ccc2nsnc2c1	6%	-1%	-0.4%	13%	6%	4%	-1%	-4%
C/C(=N/NC(=O)COc1cc(C)ccc1C(C)C)C(=O)O	-4%	3%	-0.3%	1%	3%	-20%	-3%	-5%
O=C(CSc1ccc(-c2ccc(F)cc2)nn1)N1CCCc2ccccc21	-23%	-17%	-1.0%	-4%	-6%	-6%	3%	2%

Part of the list above, reformatted:
Each structure is followed by: Tau fluor cs	NPSR antagonist	Epigenetic reg	TRb SRC2 PPI	aGal spleen mod	CBFb-RUNX1 inh	TexasRed fluor	Tau FP inhib
> O=C1CNC(=S)N1Cc1ccccc1
    3%	4%	-0.1%	-1%	-2%	19%	-8%	0%
> COc1ccccc1CCNCc1ccc(OC)c(OCc2ccccc2)c1
    -6%	3%[46.1 µM]	-2.3%	-2%	17%	3%	-1%	4%

The listing continues:
SMILES	Tau fluor cs	NPSR antagonist	Epigenetic reg	TRb SRC2 PPI	aGal spleen mod	CBFb-RUNX1 inh	TexasRed fluor	Tau FP inhib
COc1cc(-n2c(=O)c3ccccc3n(Cc3cc(=O)n4ccccc4n3)c2=O)cc(OC)c1OC	-4%	23%	0.0%	6%	1%	7%	-1%	-6%
O=C(NC(c1ccccc1)c1cc(Cl)c2cccnc2c1O)c1cccnc1 (stereo unspecified)	-7%	-18%	1.5%	-3%	1%	-8%	0%	4%
Cc1c(C(=O)NC(=S)NCc2cccnc2)oc2ccccc12	4%	-9%	1.0%	-1%	5%	1%	0%	-4%
COc1cc(C(=O)NC(=S)NCc2ccco2)cc(OC)c1OC	-8%	?	-3.5%	6%	4%	2%	0%	-4%
Cc1ccc(C)c(NC(=O)/C(C#N)=C/c2ccc(C(C)C)cc2)c1	-9%	.	0.0%	-6%	.	.	4%	-2%
CNC(=O)[C@H]1O[C@@H](n2cnc3c(N)ncnc32)[C@H](O)[C@@H]1O	2%	.	0.8%	0%	0%	11%	-2%	-4%
C/C(=N\NS(=O)(=O)c1ccc(Cl)cc1)c1ccc(NC(=O)c2ccco2)cc1	?	-16%	0.0%	3%	6%	0%	-26%	-15%
CCOc1ccccc1C1C2C(=O)N(c3ccccc3)C(=O)C2ON1c1ccccc1 (stereo unspecified)	-15%	0%[46.1 µM]	0.0%	-1%	-1%	6%	-2%	-3%
Cc1ccc(S(=O)(=O)c2nnn3c2nc(NCCc2ccccc2)c2sccc23)cc1	?	.	0.9%	3%	.	.	-3%	?
CCCc1cc(=O)[nH]c(SCC(=O)N2CCN(S(=O)(=O)c3ccc(C)cc3C)CC2)n1	1%	-11%	-1.1%	-3%	1%	15%	1%	6%
CCOC(=O)Cc1csc(NC(=O)c2c(-c3c(Cl)cccc3Cl)noc2C)n1	-17%	-28%[46.1 µM]	-2.3%	-1%	-5%	-7%	2%	-8%
O=c1c2ccccc2nc(SCc2nc3ccccc3s2)n1Cc1ccco1	-3%	?	-0.4%	1%	-5%	1%	-4%	-5%
O=C(NCCCCO)C(F)(F)C(F)(F)C(F)(F)C(=O)NCCCCO	1%	11%[46.1 µM]	0.0%	-1%	7%	-5%	-6%	0%
CC(=O)c1ccccc1NC(=O)COC(=O)c1ccc2c(c1)nc(C)n2-c1ccccc1	-11%	-11%	1.5%	-5%	?	-5%	-3%	-2%
Cc1ccc2nc(Cl)c(C3CC(c4ccco4)=NN3S(C)(=O)=O)cc2c1 (stereo unspecified)	-19%	6%[7.67 µM]	1.1%	1%	-1%	-1%	-9%	0%
Cc1cccc(N=C2NC(=O)CS2)c1	6%	3%[46.1 µM]	-0.4%	0%	5%	5%	-1%	2%
Cc1cc(C)n(C2=NS(=O)(=O)c3ccccc32)n1	0%	-4%[46.1 µM]	0.0%	-3%	2%	3%	-1%	2%
Cn1nc(OC(=O)Nc2cccc(Cl)c2)cc1C(F)(F)F	?	-9%[46.1 µM]	0.8%	-2%	-2%	0%	-5%	?
Cc1cc(C)c(S(=O)(=O)NCCC2CCCN2C)c(C)c1 (stereo unspecified)	-3%	5%[46.1 µM]	0.0%	0%	-14%	-4%	-4%	-4%
O=C1COc2ccc(C(=O)COC(=O)/C=C/c3cccc(F)c3)cc2N1	-13%	-5%	-0.3%	-3%	-16%	3%	-1%	?
C=CCN=C(NC#N)SCc1ccccc1Cl	-11%	0%[46.1 µM]	0.9%	-4%	6%	14%	1%	3%
Cc1cc(N(CN2CCCC2=O)C(=O)c2ccccc2)no1	-6%	-4%[46.1 µM]	1.9%	-4%	-1%	6%	-1%	-1%
Cc1noc(C)c1COc1ccc(CC(=O)NCc2ccccc2)cc1	7%	11%	-0.8%	-16%	-4%	20%	1%	6%
CC1(C)CC(=O)C=C(Nc2ccc(S(N)(=O)=O)cc2)C1	6%	2%[46.1 µM]	-1.0%	-3%	1%	?	-1%	-2%
CC1CCCN(C(=O)CN2CCC(c3nc4ccc(Cl)cc4[nH]3)CC2)C1 (stereo unspecified)	6%	-5%	-1.6%	3%	6%	8%	-2%	8%
Cc1n[nH]c(=S)n1/N=C/c1ccc(OCc2ccc(Cl)cc2)cc1	-16%	-30%[46.1 µM]	4.3%	-13%	5%	2%	-2%	0%
CCOC(=O)N1CCN(S(=O)(=O)c2ccc(C(=O)Nc3ccc4c(c3)C(=O)NC4=O)cc2)CC1	1%	-18%	2.2%	0%	10%	3%	-1%	5%
CN(C)/C=C/C(=O)c1ccc(Cl)cc1Cl	-6%	7%	-4.3%	0%	5%	5%	-3%	0%
CC/C=C\C/C=C\C/C=C\C/C=C\C/C=C\C/C=C\CCC(=O)NCCc1ccc(O)c(O)c1	1%	.	?	6%	-1%	7%	-1%	-5%
CCOC(=O)c1ccc(N=c2sc(C(=O)OC)cc(=O)n2CCCN2CCOCC2)cc1	-13%&-3%	13µM*!	?	-5%&7%	0%&1%	-3%&1%	1%&-2%	-5%&-3%
C=CCOC(=O)C(C(C)=O)C(NC(=O)OC)c1ccccc1 (stereo unspecified)	0%[11.6 µM]	.	1.1%[10.1 µM]	5%[11.2 µM]	-3%[17.5 µM]	1%[13.1 µM]	-2%[11.2 µM]	4%[11.6 µM]
CCCCOc1ccc(C(=O)OCC(=O)Nc2cc(C)on2)cc1	7%	7%	-2.5%	9%	-13%	5%	-1%	4%
O=C(CC1(O)C(=O)N(CCc2ccccc2)c2ccccc21)c1ccccn1 (stereo unspecified)	-8%	15%	6.1%	0%	1%	3%	-1%	0%
COc1ccc(OC)c(NC(=O)CC(=O)Nc2ccc3nc4n(c(=O)c3c2)CCCCC4)c1	-24%	.	0.0%	1%	.	.	0%	2%
COCCn1c(-c2ccc(C)cc2)nc2oc3cc(OC)ccc3c(=O)c2c1=O	1%	13%	-3.0%	-4%	2%	3%	-4%	3%

This is a subset, so the mix of outcomes need not match the whole.
